# KCNK3 block = human KCNK3 channel inhibition, primary screen; CHO-KCNK3 thallium flux, FluxOR fluorescence; hits give low values; hit rate 0.84% among 340,000; B-score at 10 µM; AID 602410; O14649;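 active means B-score under library mean minus 4 SD, starting fluorescence ratio at most library mean plus 5 SD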;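 further: more negative B-score means stronger inhibition of thallium flux through KCNK3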
# DYRK1A inh = blocks rat Dyrk1A kinase activity; Q63470; ADP-Glo luminescence, NFATc1 peptide; inhibition, % at 12.5 µM; hit rate 0.43% among 310,000; AID 504441; in the data active means inhibition above about 50%;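 further: plate controls were vehicle with enzyme for no effect and no enzyme for full effect; many of its hits are not listed in these tables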
# PolyA inh = inhibitors of polyadenylation in S. cerevisiae. S. cerevisiae SKY197-pL101 polyadenylation reporter, beta-gal luminescence; efflux-impaired pdr1/pdr3 knockout yeast; score 100 = 6 SD above DMSO. calls only at 12 µM. hit rate 0.02% among 300,000. AID 1875;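 active means lowest replicate activity score at least 50, where 100 means six control SD above control mean; inconclusive means lowest score under 50 but half or more replicates reach 50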;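 further: yeast exposed to compound for 9 h at 30 °C; higher score means more reporter readthrough which indicates perturbed polyadenylation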
# GSK3 alpha inh = blocks human GSK-3 alpha kinase | hit rate 0.1% among 320,000 | ADP-Glo luminescence, 60 min | P49840 | inhibition, % at 10 µM;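 in the data active means inhibition above about 50%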;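 further: GST-tagged GSK-3 alpha with peptide substrate and 25 µM ATP; 0% = DMSO neutral wells and 100% = GW8510 positive control wells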
# Target sequence (P49840 whole entry, looked up): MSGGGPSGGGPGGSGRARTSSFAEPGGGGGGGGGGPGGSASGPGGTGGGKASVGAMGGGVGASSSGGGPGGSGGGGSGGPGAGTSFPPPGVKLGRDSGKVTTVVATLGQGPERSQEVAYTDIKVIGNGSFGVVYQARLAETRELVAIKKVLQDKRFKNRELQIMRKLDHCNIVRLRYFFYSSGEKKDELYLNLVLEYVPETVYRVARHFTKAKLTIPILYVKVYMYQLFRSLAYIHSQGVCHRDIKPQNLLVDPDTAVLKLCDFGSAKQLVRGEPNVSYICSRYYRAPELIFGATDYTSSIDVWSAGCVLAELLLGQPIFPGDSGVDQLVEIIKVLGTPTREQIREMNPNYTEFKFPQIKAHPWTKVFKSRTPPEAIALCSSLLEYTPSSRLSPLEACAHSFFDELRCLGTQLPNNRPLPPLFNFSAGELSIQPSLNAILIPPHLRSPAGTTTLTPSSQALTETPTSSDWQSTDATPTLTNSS
# GSK3B inh = blocks human GSK3beta kinase activity. P49841. GST-GSK3beta kinase, ADP-Glo luminescence, 60 min; hits give low values. activity score (negative = inhibition), % at 10 µM. hit rate 0.038% among 300,000. AID 2097;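 active means more than half of replicate wells score below -50%, meaning over 50% inhibition versus plate controls; inconclusive means some replicates but at most half score below -50%; inactive means no replicate scores below -50%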;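 further: 0% = median DMSO wells and -100% = median GW8510 positive control wells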
# Target sequence (P49841 whole entry, looked up): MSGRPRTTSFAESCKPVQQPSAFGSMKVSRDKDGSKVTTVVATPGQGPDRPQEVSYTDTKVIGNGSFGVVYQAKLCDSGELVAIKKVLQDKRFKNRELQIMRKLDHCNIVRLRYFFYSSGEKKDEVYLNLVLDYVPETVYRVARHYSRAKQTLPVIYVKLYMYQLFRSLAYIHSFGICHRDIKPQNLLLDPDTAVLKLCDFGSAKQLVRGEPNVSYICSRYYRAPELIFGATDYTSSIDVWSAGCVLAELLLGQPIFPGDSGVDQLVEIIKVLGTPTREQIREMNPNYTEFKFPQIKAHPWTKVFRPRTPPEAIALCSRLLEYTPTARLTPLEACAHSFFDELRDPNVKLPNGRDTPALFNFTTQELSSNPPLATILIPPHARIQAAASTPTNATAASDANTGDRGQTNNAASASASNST
#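 test system = GST-tagged human GSK3beta kinase, cell-free | reagent = 25 µM ATP with peptide substrate | dosing = one dose of 10 µM per compound | schedule = 60 min reaction, RT | detection = luminescent ADP-Glo measurement of ADP formed | control set = DMSO neutral wells and GW8510 at 20 µM as positive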
# KCNQ1 inh = inhibitors of human KCNQ1 potassium channel | P51787 | CHO-K1 KCNQ1, FluxOR thallium flux fluorescence; hits give high values | B-score at 10 µM | hit rate 1.3% among 310,000 | AID 2642;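 active means compounds whose thallium flux B-score, printed positive for inhibition, exceeds three library SD while starting fluorescence stays within three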;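 further: channel opened by potassium depolarization with thallium stimulus after 20 min compound exposure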
# RGS4 pot = RGS4 potentiation or activation; HEK293 M3R/inducible RGS4, carbachol calcium flux Fluo4; hits give low values; B-score at 10 µM; hit rate 0.92% among 310,000;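 active means B-score of the integrated calcium signal more than 4 SD below the library mean, with starting fluorescence not abnormally high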;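 further: negative B-score means reduced calcium response which marks RGS4 activation or potentiation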
#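 test system = HEK293 cells with stable M3R and inducible RGS4 | schedule = recording 10 s baseline at 1 Hz, 100 s post-agonist | technique = Fluo4-AM (2 µM) calcium-flux fluorescence, kinetic read | measure = Agonist-evoked peak-minus-minimum fluorescence over baseline, integrated ratio, B score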
# HDAC3 inh = blocks human histone deacetylase 3 | O15379 | recombinant HDAC3, fluorogenic peptide/trypsin coupled, fluorescence | inhibition, % at 8.3 µM | hit rate 0.15% among 320,000; in the data active means inhibition above about 26%, passing the limit was not always enough; inconclusive means no clear call, values can overlap the other calls
# hERG rescue = compounds protecting human hERG from proarrhythmic drug block | AID 1511 | activation (rescue from dofetilide block), less the hit threshold, % at 10 µM | Q12809 | CHO-hERG, FluxOR thallium flux, dofetilide IC70 present | hit rate 0.51% among 310,000;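 active means activation above the mean of controls blocked by dofetilide plus 5 SD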;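 further: thallium influx through hERG after potassium depolarization seen as dye fluorescence rise; in these data hits start at about 4.7%; inactives centre near -7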
# KCNK9 block = inhibitors of human KCNK9 two-pore domain potassium channel; AID 488922; HEK293 KCNK9, FluxOR thallium flux fluorescence; hits give low values; B-score at 10 µM; hit rate 1.2% among 310,000;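 active means ratio B-score over 3 SD below the library mean, with starting fluorescence within 5 SD of its mean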;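 further: negative B-score means less thallium flux so channel inhibition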
# KCNQ1 pot = human KCNQ1 channel potentiation or activation | CHO-K1 KCNQ1, thallium flux FluxOR fluorescence; hits give high values | B-score at 10 µM | hit rate 0.35% among 310,000;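 active means fluorescence ratio B-score, a plate-corrected score, at least three library SD, with initial intensity B-score within 5 SD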
#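 assay system = KCNQ1-transfected CHO-K1 cells | medium = assay buffer with matched DMSO | probe or stimulus = depolarizing K+/Tl+ stimulus, K2SO4 and Tl2SO4 each 12.5 mM in 5x stock | dosing = single dose | incubation = dye 90 min, compound 20 min, room temperature | detection = kinetic FluxOR fluorescence, 10 s baseline plus 110 s post-stimulus | evaluation = ratio B score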
# * hit, by the source's call; i = inactive; ? = inconclusive; . = no result given. These rows are one share of the data; count on the stated rates, not on these rows.
Compound,KCNK3 block,DYRK1A inh,PolyA inh,GSK3 alpha inh,GSK3B inh,KCNQ1 inh,RGS4 pot,HDAC3 inh,hERG rescue,KCNK9 block,KCNQ1 pot
Cc1csc2nc(SCC(=O)N3CCN(c4ccccc4)CC3)[nH]c(=O)c12,i,-3,i,0,1,i,i,0,-9,i,i
O=C(Cc1ccccc1)NNC(=S)NC(=O)c1cccs1,i,.,i,-2,-5,i,i,-2,-4,i,i
O=C(/C=C/c1ccccc1)NNC(=O)c1cccnc1,i,.,i,-3,0,i,i,1,-13,i,i
CN(C)c1cccc(C(=O)N/C=C/n2cnc3cc(C(F)(F)F)ccc32)c1,i,.,i,0,1,i,i,0,-9,i,i
COc1ncnc2c1N=C1CC(C)(C)CC(N)=C1S2,i,9,i,-6,-2,i,i,8,-22,i,i
CCOC(=O)C[C@H]1c2ccccc2S(=O)(=O)N1Cc1ccc(Cl)cc1,i,-5,i,0,-2,i,i,7,-5,i,i
COCCCNC(=O)CCCOc1ccccc1,i,-2,i,-2,-3,i,i,6,1,i,i
Cc1cc(C)nc(NC(=O)c2ccc(Cl)cc2[N+](=O)[O-])c1,i,0,i,-2,-3,i,i,0,3,i,i

# Results in HDAC3 inh and KCNQ1 inh, for 2 of the compounds above:
SMILES	HDAC3 inh	KCNQ1 inh
CN(C)c1cccc(C(=O)N/C=C/n2cnc3cc(C(F)(F)F)ccc32)c1	0	i
COc1ncnc2c1N=C1CC(C)(C)CC(N)=C1S2	8	i

# (next part)
Compound,KCNK3 block,DYRK1A inh,PolyA inh,GSK3 alpha inh,GSK3B inh,KCNQ1 inh,RGS4 pot,HDAC3 inh,hERG rescue,KCNK9 block,KCNQ1 pot
O=C(O)/C=C/C(=O)Nc1ccc(SC(F)(F)C(F)(F)C(F)(F)F)cc1,i,-10,i,-7,4,i,i,4,-6,i,i
CCCn1c(=O)c(C(=O)NCCc2ccccc2)c(O)c2ccccc21,i,-2,i,1,2,10*,i,-7,-3,i,i
COc1ccc(N2CCN(C(=O)c3ccccc3NS(=O)(=O)c3ccccc3)CC2)cc1,i,-1,i,-4,0,i,i,.,-8,i,i
Cn1cc(Br)c(-c2cccc(NC(=O)CC(C)(C)CC(=O)O)c2)n1,i,16,i,0,2,i,i,6,-5,i,i
CC(C)C(=O)Nc1nc(-c2ccc3c(c2)CCN3C(=O)C2CC2)cs1,i,-6,i,2,.,i,i,-1,-17,-8.9*,i
CN(C(=O)COC(=O)c1ccc([N+](=O)[O-])cc1)c1ccccc1,i,5,i,-2,3,i,i,-9,-13,i,i
CC1CC(C)CN(C(=O)CCNS(=O)(=O)c2cccs2)C1 (stereo unspecified),i,-4,i,-2,-1,i,i,-1,-3,i,i
COc1cc(CNC2CCCc3ccccc32)cc(OC)c1OC (stereo unspecified),i,-2,i,-3,2,i,i,-7,-13,i,i
COc1ccc(C(=O)Nc2ccc(Cl)cc2C(=O)NCc2ccco2)cc1OC,i,-1,i,.,-8,i,i,6,-18,i,i
CCCc1cc(-c2ccc3c(c2)COc2c4ccccc4nn2-3)on1,i,17,i,-4,4,i,i,-19,-25,i,i
CC(C)C(NC(=O)/C=C/c1cccc([N+](=O)[O-])c1)C(C)C,i,-4,i,-3,2,i,i,-4,-8,i,i
CCCCNC(=O)C1CCC(CNS(=O)(=O)c2ccc(C)cc2)CC1 (stereo unspecified),i,1,i,0,-2,i,i,-6,-21,i,i
O=S(=O)(Nc1ccc(-c2cn3c(n2)SCC3)cc1)c1cccs1,i,-62,i,1,2,i,i,3,-4,i,i
O=C(OCC(=O)N1CCCC1=O)c1ncc(Cl)c(Cl)c1Cl,i,5,i,-2,4,i,i,0,-14,i,i
O=S(=O)(N/N=C\c1cccn1-c1ccccc1)c1ccc2ccccc2c1,i,-6,i,10,0,i,i,9,-7,i,i
COC(=O)c1ccc2c(=O)n(CCN3CCOCC3)c(SCC(=O)Nc3ccc(OC)cc3OC)nc2c1,i,-4,i,0,1,i,i,7,-7,i,i
O=C(Nc1ccc(C(=O)N2CCCC2)cc1)c1ccc(F)cc1Cl,i,-4,i,0,2,i,i,6,-13,i,i
COc1ccc(C(C#N)=C2C=CC(=NO)C=C2)cc1,i,.,i,-1,3,i,i,8,-4,i,i
CCCCN(CCCC)CC1OCc2ccccc2CO1,i,-2,i,-1,-2,i,i,0,-10,i,i
Brc1ccc(/C=N/n2cnnc2)s1,i,2,i,0,-2,i,i,6,-6,i,i
Cc1nc2nc(SCC(=O)NCCCN3CCOCC3)nn2c(C)c1Cc1ccccc1,i,3,.,-1,0,i,i,10,-10,i,i
Cn1c(=O)c2c(nc(N3CCCC3)n2C)n(C)c1=O,i,-1,i,0,-2,i,i,2,3,i,i
CCN(CC(=O)Nc1cc(Cl)ccc1C)C(=O)CCS(=O)(=O)c1ccc(Cl)cc1,i,-2,i,-1,-1,i,i,2,-13,i,i
COC(=O)c1ccc2c(=O)[nH]c(COC(=O)CCC(=O)c3ccc(Cl)cc3)nc2c1,i,7,i,2,0,i,i,-3,-12,i,i
Cc1ccc(/C=N/Nc2ccnc3cc(Cl)ccc23)c(C)c1,i,1,i,-3,0,i,i,3,-7,i,i
O=C(Nc1nc(-c2ccccc2)c(C(=O)c2ccccc2)s1)c1ccc(S(=O)(=O)N2CCCCC2)cc1,i,-6,i,0,-2,8*,i,13,-14,i,i
CCN(CC(=O)Nc1cccc(S(=O)(=O)N2CCCC2)c1)CC(=O)Nc1ccccc1OC,i,.,i,-1,-2,i,i,2,-1,i,i
CCN(C(=O)CN1CCN(S(=O)(=O)c2cc(Cl)ccc2Cl)CC1)c1c(N)n(Cc2ccccc2)c(=O)[nH]c1=O,i,-8,i,-4,-2,i,i,3,-4,i,i
CCn1ncc(C2=NOC(C(=O)Nc3ccccc3C(=O)OC)C2)c1C (stereo unspecified),i,0,i,-1,-3,i,i,0,-10,i,i
Cc1c(Cl)ccc2sc(N3CCN(C(=O)C4=COCCO4)CC3)nc12,i,16,i,-1,1,i,i,3,-27,i,i
Cc1ccc(N2CC(C(=O)N3CCC(C(=O)Nc4nnc(C(C)(C)C)s4)CC3)CC2=O)cc1 (stereo unspecified),i,0,i,-1,2,i,i,0,-6,i,i
CC(C)(C)NC(=O)CN(CC1CCCO1)C(=O)CNS(=O)(=O)c1ccc(F)cc1 (stereo unspecified),i,0,i,-4,-3,i,i,0,-3,i,i
COc1ccc(Nc2nc(-c3cccs3)cs2)c(OC)c1,i,-12,i,8,1,i,i,2,-14,i,i
COCCCn1c(SCC(=O)NC2CCCCC2)nnc1-c1ccco1,i,0,i,-2,-3,i,i,-12,-11,i,i
COc1ccc2cc(C3OCCO3)c(Cl)nc2c1,i,.,i,-3,2,i,i,-3,-10,i,i
O=C(O)C1(c2ccccc2)CCN(S(=O)(=O)c2cccc(Cl)c2)CC1,i,3,i,-3,.,i,i,3,-15,i,i
O=c1c2ccccc2nc(SCc2cc(F)ccc2F)n1C1CCCC1,i,0,i,-1,-8,i,i,-3,-8,i,i
Cc1ccnc(NS(=O)(=O)c2cc([N+](=O)[O-])ccc2C)c1,i,-4,i,15,3,i,i,-6,-5,i,i
O=C1CCCC2=C1C(c1ccccn1)Nc1ccc(C(=O)c3ccccc3)cc1N2 (stereo unspecified),i,-3,i,-4,-5,i,i,-7,0,i,i
C=CCn1c(-c2cc(Cl)ccc2OC)n[nH]c1=S,i,6,i,0,1,i,i,4,-10,i,i

# Marked active in KCNQ1 inh (from the list above):
Structure | KCNK3 block | DYRK1A inh | PolyA inh | GSK3 alpha inh | GSK3B inh | KCNQ1 inh | HDAC3 inh | KCNK9 block | KCNQ1 pot
CCCn1c(=O)c(C(=O)NCCc2ccccc2)c(O)c2ccccc21 | i | -2 | i | 1 | 2 | 10* | -7 | i | i
O=C(Nc1nc(-c2ccccc2)c(C(=O)c2ccccc2)s1)c1ccc(S(=O)(=O)N2CCCCC2)cc1 | i | -6 | i | 0 | -2 | 8* | 13 | i | i

# Additional entries follow.
Compound,KCNK3 block,DYRK1A inh,PolyA inh,GSK3 alpha inh,GSK3B inh,KCNQ1 inh,RGS4 pot,HDAC3 inh,hERG rescue,KCNK9 block,KCNQ1 pot
Cc1ccc(-c2nnc(Nc3ccc(O)cc3)c3ccccc23)cc1S(=O)(=O)NCCO,i,6,i,-1,2,i,i,0,-3,i,i
CC1CCc2c(sc3nc(CN4CCOCC4)nc(NS(=O)(=O)c4cccc([N+](=O)[O-])c4)c23)C1 (stereo unspecified),i,2,i,-1,-2,i,i,?,-15,i,i
COc1ccc(S(=O)(=O)Nc2ccccc2N2CCOCC2)cc1[N+](=O)[O-],i,-2,i,-2,2,i,i,1,-14,i,i
Cc1ccc(-c2n[nH]c(=S)n2/N=C/c2ccc(C(=O)O)cc2)cc1,i,0,i,-1,5,i,i,11,-11,i,i
CCCCC(NS(=O)(=O)c1ccc(OC)cc1)C(=O)O (stereo unspecified),i,4,i,-2,-1,i,i,5,-7,i,i
CN(CC(=O)NC(=O)NCc1ccco1)Cc1nc2ccccc2c(=O)[nH]1,i,9,i,2,-3,i,i,2,-6,i,i
CC(=O)Nc1nonc1-c1ccccc1,i,-6,i,3,-4,i,i,-2,-12,i,i
O=C(COC(=O)COc1ccc(Br)cc1)NCCC1=CCCCC1,i,-3,i,.,1,i,i,.,-8,i,i
COc1cc(/C=C/C(=O)c2ccc(NS(=O)(=O)c3ccc(C)cc3)cc2)ccc1OC(F)F,i,-5,i,-1,3,i,i,15,-3,i,i
O=C(N/N=C/c1cc(Br)c(O)c(Br)c1)c1cc2c(ccc3ccccc32)o1,-11*,.,.,.,-2,15*,-7.3*,-1,-49,i,i
Cc1cc(NC(=O)c2cccs2)no1,i,-5,i,-2,-2,i,i,0,-9,i,i
